PI4K2A inh = inhibitors of human PI4K2A. actives 0.13% (n = 420,000). activity change, negative = inhibition, % at 76.9 µM. purified PI4K2A, ADP-Glo luminescence, 1 h; hits give low values. Q9BTU6; in the data active = activity change below about -50%; inconclusive = mostly about -30% to -49%;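 note: -100% = wells without enzyme as full effect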
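Compounds are screened against recombinant PI4K2A using PI as substrate and ATP, the latter dispensed at 300 microM. Reactions run one hour at ambient temperature before ADP-Glo detection; full inhibition defined by wells lacking enzyme.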
JMJD2A Tudor inh = inhibitors of human JMJD2A Tudor domain | O75164 | AlphaScreen JMJD2A-Tudor / H3K4me3 peptide binding | Potency, µM (top dose mostly 114 µM), for inactives: top-dose activity change, negative = inhibition, most hits filed as inhibitors | actives 4.4% (n = 390,000) | AID 504339; note: potency is the fitted concentration of half-maximal effect; % is set by controls: 0 for no effect and ±100 for the full control effect; nearly all actives have a fitted effect of over 50% in size
BAZ2B inh = inhibitors of human BAZ2B bromodomain | Q9UIF8 | Potency, µM (titrated, usually from 114 µM), for the others: at the highest dose activity change, negative = inhibition, actives largely listed as inhibitors | actives 4.4% (n = 360,000) | AlphaScreen BAZ2B-H3K14Ac peptide displacement; note: potency is the fitted concentration of half-maximal effect; % is set by controls: 0 for no effect and ±100 for the full control effect; nearly all actives have a fitted effect of over 60% in size
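Multi-concentration screen (max 110 uM) measuring displacement of acetylated histone H3 peptide from BAZ2B by AlphaScreen, using 50 nM protein, 50 nM peptide and 10 ug/mL streptavidin donor plus Ni-chelate acceptor beads.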
POLH inh = inhibitors of human DNA polymerase eta. Q9Y253. recombinant Pol eta, fluorescent DNA replication assay. Potency, µM (series often up to 114 µM), for inactives: top-dose activity change, negative = inhibition, actives largely listed as inhibitors. actives 1.2% (n = 390,000); note: potency is the fitted concentration of half-maximal effect; % is set by controls: 0 for no effect and ±100 for the full control effect
Target sequence (Q9Y253 whole entry, looked up): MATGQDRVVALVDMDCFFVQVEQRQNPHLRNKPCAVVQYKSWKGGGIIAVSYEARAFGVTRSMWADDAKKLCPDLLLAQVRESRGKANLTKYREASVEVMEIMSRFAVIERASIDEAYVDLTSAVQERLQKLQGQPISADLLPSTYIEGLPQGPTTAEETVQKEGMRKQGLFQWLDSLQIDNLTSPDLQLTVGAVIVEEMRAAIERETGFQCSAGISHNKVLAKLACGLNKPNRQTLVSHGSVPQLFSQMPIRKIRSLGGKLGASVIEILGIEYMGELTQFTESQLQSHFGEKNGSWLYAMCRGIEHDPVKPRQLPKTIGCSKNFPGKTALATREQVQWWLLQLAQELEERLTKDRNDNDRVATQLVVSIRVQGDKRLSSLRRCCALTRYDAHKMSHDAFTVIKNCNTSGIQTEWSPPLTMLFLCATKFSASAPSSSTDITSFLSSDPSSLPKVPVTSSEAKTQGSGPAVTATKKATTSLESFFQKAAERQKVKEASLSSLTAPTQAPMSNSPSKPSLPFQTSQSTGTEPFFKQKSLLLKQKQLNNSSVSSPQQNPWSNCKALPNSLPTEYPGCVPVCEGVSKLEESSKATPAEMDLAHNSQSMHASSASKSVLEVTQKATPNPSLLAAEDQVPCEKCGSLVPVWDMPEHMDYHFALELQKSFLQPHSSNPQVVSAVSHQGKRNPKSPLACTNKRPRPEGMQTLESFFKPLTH
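Pol eta at 10 nM preincubated with compounds 15 min at room temperature; reaction started with fluorescent substrate (50 nM final) and read kinetically at 0 and 10 min.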
Tb PGK inh = blocks T. brucei phosphoglycerate kinase; PGK/GAPDH coupled, Kinase-Glo luminescence, 60 min; Potency, µM (titrated, usually from 57.5 µM), for inactives: at the highest dose activity change, negative = inhibition, hits mostly inhibitors; actives 0.043% (n = 380,000); AID 602233; note: potency is the fitted concentration of half-maximal effect; % is set by controls: 0 for no effect and ±100 for the full control effect; nearly all actives have a fitted effect of over 60% in size
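Recombinant glycosomal PGK reaction used 1,3-bisphosphoglycerate generated in-well by GAPDH (100nM final) in 100mM TEA pH 7.6, 5mM MgCl2, 0.01% Tween-20. After 60 minutes at room temperature, ATP was read by Kinase-Glo Plus luminescence end-point.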
HP1b binding inh = blocks HP1-beta chromodomain binding to methylated histone tails; P83916; AlphaScreen HP1-beta / biotin-H3K9me3 peptide binding; Potency, µM (doses to about 114 µM), inactives show at the highest dose activity change, negative = inhibition, hits mostly inhibitors; actives 0.56% (n = 390,000); AID 540317; note: potency is the fitted concentration of half-maximal effect; nearly all actives have a fitted effect of over 70% in size; inactives centre near 23
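Compound inhibition of the preformed complex between 50 nM HP1-beta and 50 nM biotinylated H3K9me3 peptide was read by AlphaScreen. Buffer was PBS pH 7.4 with 0.01% Tween-20. Incubations ran 30 min at room temperature, with 10 ug/mL donor/acceptor beads.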
G9a block = blocks human histone lysine methyltransferase G9a. Q96KQ7. AID 504332. Potency, µM (doses to about 102 µM), inactives show at the highest dose activity, negative = inhibition, hits mostly inhibitors. G9a H3K9 monomethylation, AlphaScreen, 2 h. actives 8.8% (n = 350,000); note: potency is the fitted concentration of half-maximal effect; % is set by controls: 0 for no effect and ±100 for the full control effect; nearly all actives have a fitted effect of over 75% in size
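Readings reflect AlphaScreen signal from monomethyl-H3K9 antibody detection. HMT at 20 nM; substrate b-H3K9 500 nM; cofactor SAM 20 uM; 2 h RT reaction; compounds tested as titrations in qHTS with 15 min preincubation.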
Pin1 inhibitor = human Pin1 inhibition | Potency, µM (doses to about 115 µM), for the others: top-dose activity, negative = inhibition, usual class: inhibitors | AID 504891 | Pin1 FP peptide displacement, HiFluor488, 10 min | actives 0.009% (n = 390,000); active = well fitted inhibition curve with a large enough effect in the polarisation, with a control signal flat, not every such curve was filed as active; inconclusive = small, poorly fitted or top-dose-only effect, or effect the other way, or a change in a side signal; inactive = no such curve, though single readings can be large or run the other way; the % refers to the polarisation; note: potency is the fitted concentration of half-maximal effect; % is set by controls: 0 for no effect and ±100 for the full control effect
Target sequence (Q13526 whole entry, looked up): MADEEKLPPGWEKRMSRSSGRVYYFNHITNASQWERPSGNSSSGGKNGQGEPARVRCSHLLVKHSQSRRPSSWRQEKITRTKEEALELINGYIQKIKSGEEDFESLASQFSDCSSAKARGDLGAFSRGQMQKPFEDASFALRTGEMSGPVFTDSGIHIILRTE
GLS inh = inhibitors of human glutaminase (GLS); AID 624170; O94925; Potency, µM (highest dose often 45.5 µM), for the others: at the highest dose activity change, negative = inhibition, hits mostly inhibitors; GLS enzymatic activity, qHTS titration; actives 0.21% (n = 410,000); note: potency is the fitted concentration of half-maximal effect; % is set by controls: 0 for no effect and ±100 for the full control effect
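Enzyme dispensed in phosphate buffer (45 mM, pH 8.2, 0.02% Tween-20), compounds pinned in, then 1 mM L-glutamine solution and the glutamate oxidase–HRP–Amplex Red mix added; fluorescence read immediately and again after 30 min at room temperature.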
* = called active by the depositor; i = inactive; u = inconclusive; x = not tested or not shown; & = joins results of further samples; [ ] = remark or other dose. Unless noted, calls come from the whole dose curve; as a rule, active = well fitted curve in the direction sought with a large enough effect; inconclusive = small, poorly fitted or top-dose-only effect, or another doubt; inactive = no such curve, though single readings can be large; an effect the other way counts as inactive or inconclusive. Some of the compounds tested. The share of hits here may be higher or lower than overall.

PI4K2A inh	JMJD2A Tudor inh	BAZ2B inh	POLH inh	Tb PGK inh	HP1b binding inh	G9a block	Pin1 inhibitor	GLS inh	canonical_smiles
2	-35%	u	-14%	-4%[11.5 µM]	0%	u	u	0%	Cc1ccc(-c2csc(N(CCCN3CCOCC3)C(=O)c3ccco3)n2)cc1
-1	-6%[57.1 µM]	-4%	-17%	4%	22%	1.1µM*	2%	16%	Cc1ccccc1C(=O)NCC(=O)NNC(=S)NC(=O)c1ccccc1
1	-16%	3%	-6%	i	-3%	19%	2%	-1%	COc1cc(CNC(C)C23CC4CC(CC(C4)C2)C3)cc(OC)c1OC (stereo not drawn)
0	-11%	3%	-16%	-10%	15%	0%	-2%	-4%	COc1ccc(/C=C(\NC(=O)c2ccc(C)cc2)C(=O)NCCCN2CCOCC2)cc1OC
-1	45µM*	50µM*	79µM*	-3%	-15%	-12%[0.0925 µM]	7%	12%	Cc1cccc(Nc2ccccc2C(=O)OCC(=O)NCc2ccco2)c1C
2	-4%	10%	5%	9%[11.5 µM]	25%	-2%	-10%	-1%	CC(C)OCCCNC(=O)C1CCC(=O)N1C(C)C (stereo not drawn)
4	-9%	2%	-9%	i	28%[57 µM]	-3%[59 µM]	3%	2%	O=S(=O)(Nc1ccc(-c2ccc(N3CCCC3)nn2)cc1)c1ccc(Cl)cc1
4	-22%	0%	-10%	-2%	22%	-10%[59 µM]	-1%	-2%	COc1ccc(C)cc1NC(=O)c1oc2ccc(S(=O)(=O)N3CCOCC3)cc2c1C
1	u	x	-12%	-5%	-19%	50µM*	5%	33%	Cc1[nH]n(S(=O)(=O)Cc2ccccc2)c(=O)c1N=Nc1ccccc1Cl
2	-8%	-20%	-9%	-8%	14%	-4%	-10%	2%	Cc1nnc(SC(C(=O)c2ccccc2)c2ccccc2)[nH]c1=O (stereo not drawn)
-2	-3%	x	-10%	i	22%	x	3%	9%	COc1ccc(CNC(=O)c2cc(S(=O)(=O)N3CCCCC3)ccc2N2CCOCC2)cc1OC
-4	u	-39%	-12%	-8%	21%	10µM*	-7%	1%	CCOc1c(C=C(C#N)C#N)c2ccccc2n1CC
-2	-6%	x	-6%	-2%	48%[activator]	6%[59 µM]	-2%	-8%	COc1cc2oc(=O)cc(-c3ccc(-c4ccc(C(F)(F)F)cc4)cc3)c2c(OC)c1OC
2	-19%	-26%	-14%	i	23%	16%	-4%	0%	O=C(CC1C(=O)NCCN1C(=O)Nc1ccccc1)Nc1cc(Cl)cc(Cl)c1 (stereo not drawn)
-6	-5%	26%	-3%	-6%	40%[activator]	20%[59 µM]	-15%	6%	CCCCNc1nnc(CCn2nc(C)c(Br)c2C)s1
-7	-10%	-10%[57.1 µM]	-3%	-2%	17%	11%	-2%	11%	COc1ccccc1NC(=O)N1CCCC1C(=O)NCc1ccc2c(c1)OCO2 (stereo not drawn)
-2	-5%	4%	-23%	-5%	29%	x	-9%	-6%	Cc1cccc2sc(NC(=O)C3CC3)nc12
-4&2	u	u	-5%&-4%	-8%&-1%	-15%&3%	u	-9%&-3%	34%&36%[activator]	CCc1nn(CCCC(=O)N2CCN(c3ccc(OC)cc3)CC2)c(=O)c2cc3occc3n12
3	16%	u	-5%	-1%	59%[activator]	20%	-1%	-1%	CCCCNC(=S)Nc1ccccc1F
0	4%	1%	-7%	-10%	19%	19%[59 µM]	3%	12%	Cc1ccc(C(=O)Nc2ccccc2OC(F)F)cc1
0	-22%	0%	-3%	-3%	90%[activator]	-10%	3%	-1%	Fc1ccc(CNc2nc3ccccc3n3cnnc23)cc1
3	-15%	1%	3%	-6%	11%	4%	7%	8%	CCc1nnc(NC(=O)CSc2nnc(Cc3ccccc3)n2-c2ccccc2)s1
5	-26%	-33%	-11%	-4%	10%	50µM*	1%	8%	Cc1ccc(CC(=O)Nc2nc3c(s2)CCCC3)cc1
0	-25%	-7%	-10%	-2%	52%[activator]	3%[12.7 µM]	0%	15%	CC(O)[C@H]1CNCCN1CCc1cccc2ccccc12 (stereo partly drawn)
3	-5%	2%	-11%	4%	12%	-13%[59 µM]	-5%	10%	CC1(C)CC(=O)C2=C(C1)c1c(ccc3ncccc13)NC2c1cccs1 (stereo not drawn)
0	-14%	-17%	-17%	7%	32%	-28%[59 µM]	0%	0%	Cc1ccc(Cn2cc(CCC(=O)NCc3ccccc3F)c3ccccc32)cc1
-2	-25%	-7%	4%	-3%	5%	-12%[59 µM]	2%	16%	COCCn1c(C)cc(C(=O)CSc2ccc(NC(C)=O)cc2)c1C
3	-22%	0%	4%	-9%	9%	-18%[12.7 µM]	-5%	11%	O=C(NCCN1C(=O)S/C(=C\c2ccccc2F)C1=O)C1CC(=O)N(Cc2ccccc2)C1 (stereo not drawn)
-1	-11%	0%	-4%	8%	28%	1%[0.501 µM]	u	2%	O=C(NCc1cccnc1)C(=O)Nc1cc2c3c(c1)CC(=O)N3CCC2
-8	-18%	-1%	-15%	i	-12%	18%[59 µM]	u	0%	Cc1ccccc1OCC(=O)OCc1cc(=O)n2nc(-c3cccs3)sc2n1

Profiles as entered above. Screens in order: PI4K2A inh	JMJD2A Tudor inh	BAZ2B inh	POLH inh	Tb PGK inh	HP1b binding inh	G9a block	Pin1 inhibitor	GLS inh
`CCOc1c(C=C(C#N)C#N)c2ccccc2n1CC` is listed as -4	u	-39%	-12%	-8%	21%	10µM*	-7%	1%
`CCCCNc1nnc(CCn2nc(C)c(Br)c2C)s1` is listed as -6	-5%	26%	-3%	-6%	40%[activator]	20%[59 µM]	-15%	6%
`CCc1nnc(NC(=O)CSc2nnc(Cc3ccccc3)n2-c2ccccc2)s1` is listed as 3	-15%	1%	3%	-6%	11%	4%	7%	8%
`Fc1ccc(CNc2nc3ccccc3n3cnnc23)cc1` is listed as 0	-22%	0%	-3%	-3%	90%[activator]	-10%	3%	-1%
`CC(O)[C@H]1CNCCN1CCc1cccc2ccccc12` (stereo partly drawn) is listed as 0	-25%	-7%	-10%	-2%	52%[activator]	3%[12.7 µM]	0%	15%

Next section.
PI4K2A inh	JMJD2A Tudor inh	BAZ2B inh	POLH inh	Tb PGK inh	HP1b binding inh	G9a block	Pin1 inhibitor	GLS inh	canonical_smiles
1	89µM*	x	20µM*	11µM*	-11%[57 µM]	x	-2%	-18%	O=C(O)C1=C(C(=O)O)C2C=CC1C2
2	-21%	-1%	2%	-2%	36%	3%	1%	-1%	Cc1ccc(OCC(=O)NC(=S)Nc2ccc(Br)cn2)cc1
0	-8%	-4%	-2%	7%	20%	15%[59 µM]	-1%	9%	Cc1cc(=O)[nH]c2nnc(SCc3ccccc3F)n12
0	-29%	u	-8%	-10%	-3%	-41%	u	1%	CCn1c(CNc2ccc(F)cc2)nnc1SCC(=O)Nc1ccc(OC)cc1OC
0	-3%	-15%	-17%	-1%	60%[activator]	-25%	-3%	-3%	COc1ccc(CC(=O)NC(C)c2nnc(SCCC(=O)Nc3ccccc3)n2C)cc1 (stereo not drawn)
3	-1%	9%	-18%	6%	33%	54%[activator][59 µM]	2%	-3%	O=C(CNC(=O)c1ccc(N2C(=O)c3ccccc3C2=O)cc1)OCC(=O)c1ccc(Cl)cc1
-3	8%	11%	-9%	i	43%[activator]	7%[0.501 µM]	-3%	-1%	CC(C)(C)NC(=O)CN(C(=O)CCC(=O)Nc1nccs1)c1cccc(C(F)(F)F)c1
0	x	x	-3%	-2%	x	x	x	0%	CCCCCC(=O)N1C[C@@H](O)[C@H](n2cc(COC(=O)c3ccccc3)nn2)C[C@@H]1c1ccc(C)cc1
-5	u	-1%	u	i	13%	2%[59 µM]	9%	1%	CCc1ccc(-c2nc(NC(=O)c3ccc(OCC(=O)Nc4ccc(F)cc4)c(OC)c3)sc2C)cc1
-2	u	u	-15%	x	18%	-2%[59 µM]	u	6%	CCc1cc2c(=O)c(-c3nc4ccccc4n3C)c(COCC(=O)O)oc2cc1O
0	-1%	-16%	-15%	-3%	46%[activator]	45µM*	31%[activator]	4%	O=C(CSc1ncccn1)NC(=O)Nc1ccc2c(c1)OCCO2
1	12%	-3%	3%	-11%	37%	-4%	2%	-4%	COc1ccc(S(=O)(=O)N2CCNC(=O)CC2)cc1
0	-21%	1%	-9%	1%	29%	5%[59 µM]	1%	-1%	NC1=NC[C@H](c2ccccc2)N1CCCCC1CCCCC1
0	-15%	2%	-7%	-10%	22%	-39%[59 µM]	-1%	19%	O=C(O)c1ccc(N2CCCS2(=O)=O)cc1
1	-17%	-19%	12%	-2%	9%	-26%[59 µM]	21%	-11%	Cc1ccc(CCNC(=O)C2CCN(c3nnc(C)c4c(C)n(-c5ccccc5)nc34)CC2)cc1
-3	-13%	-16%	-14%	-2%	13%[57 µM]	14%	2%	-1%	CC(C)c1ccc(NC(=O)C2CCN(S(=O)(=O)c3ccc4c(c3)NC(=O)CO4)CC2)cc1
